ARNT-TACC3 inh = ARNT/TACC3 interaction disruption; AID 623870; Q9Y6A5; AlphaScreen His-ARNT PAS-B/GST-TACC3 binding, luminescence; TACC3 fragment carries E629A point mutation; inhibition, % at 9.99 µM; 390,000 compounds, 0.66% hits;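 active means mean inhibition of replicates at least 50% and at least half of replicates each reaching 50%; inconclusive means half or more replicates reach 50% but mean below 50%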;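 further: 0% = complete ARNT plus TACC3 wells and 100% = ARNT alone without TACC3; many hits fall short of the cut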
Xi reactivation = X-chromosome reactivation activator; XiGFP mouse fibroblasts, % GFP-positive cells imaging, 3 d; cells co-treated with 5-aza-dC sensitizer; scaled so ellipticine positive control = 100%; activation, % at 7.58 µM; 360,000 compounds, 0.055% hits; AID 743238;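 active means mean normalized replicate activation at least 10% and every replicate at or above 10%; inconclusive means only one of the two criteria met; inactive means mean below 10% and not all replicates reach 10%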;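 further: 0% = median of on-plate neutral control wells and 100% = ellipticine 6 µM median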
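Assay system – SV40-immortalized XiGFP fibroblast cells, line 68-5-11 · Buffer or medium – DMEM supplemented with 5-aza-dC as sensitizing agent · Dosing – one concentration, pinned · Benchmarks – positive control ellipticine, 6 µM final · Times – 3 days compound exposure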
INS-1E GSIS act = GLuc luminescence reporter in INS-1E cells, primary screen for activators of glucose-dependent secretion of insulin. 370,000 compounds, 0.61% hits. INS-1E GLuc reporter insulin secretion, 2-3 h. activation, % at 16.6 µM;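 active means lowest replicate activation of at least 40%, so every replicate reaches that level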;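 further: 0% = median of neutral control wells and 100% = median of IBMX positive control wells; some compounds called inactive have numbers as strong as hits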
ERp5 inh = ERp5 (human) disulfide isomerase inhibition | 350,000 compounds, 0.05% hits | inhibition, % at 9.99 µM | AID 651711 | ERp5 insulin aggregation, absorbance 650 nm, 90 min;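 active means mean replicate inhibition above about 25%, with every replicate also reaching it, limit read from the data, passing the limit was not always enough; inconclusive means only one of those two criteria met; inactive means neither criterion met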
Target sequence (Q15084 whole entry, looked up): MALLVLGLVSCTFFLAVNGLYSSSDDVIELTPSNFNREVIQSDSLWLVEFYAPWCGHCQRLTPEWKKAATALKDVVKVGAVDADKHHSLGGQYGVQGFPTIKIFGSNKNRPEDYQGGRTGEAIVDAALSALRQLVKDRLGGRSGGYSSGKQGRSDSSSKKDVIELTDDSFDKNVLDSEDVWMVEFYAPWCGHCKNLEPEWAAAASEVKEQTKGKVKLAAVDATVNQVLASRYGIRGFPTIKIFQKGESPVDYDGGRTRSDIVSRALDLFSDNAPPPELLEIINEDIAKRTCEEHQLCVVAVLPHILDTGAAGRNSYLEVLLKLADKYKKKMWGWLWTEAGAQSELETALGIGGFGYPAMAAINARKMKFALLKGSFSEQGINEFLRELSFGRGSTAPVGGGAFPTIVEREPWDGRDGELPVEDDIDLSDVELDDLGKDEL
CFTR F508del cor = CFTR F508del correction in bronchial cells. CFBE cells, YFP halide quenching; stimulated with forskolin plus potentiator P3; % fluorescence drop versus neutral controls. activity (quench increase), % at 7.58 µM. AID 720511. 350,000 compounds, 0.36% hits;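 active means mean added fluorescence quench of at least 8% versus neutral control, with both replicates also reaching 8%; inconclusive means only one of the mean or replicate conditions met; inactive means mean below 8% and not both replicates reaching 8%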;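 further: cells transiently co-express mutant CFTR-F508del with the halide-sensitive YFP; corrector assay measuring rescue of mutant channel to the surface after 24 h compound exposure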
DENV2 CPE = inhibitors of DENV2 cytopathic effect; 350,000 compounds, 1.7% hits; AID 651640; DENV2-infected cells, cytopathic effect rescue, plate reader; CPE inhibition, % at 9.99 µM; in the data active means CPE inhibition above about 20%, passing the limit was not always enough; inconclusive means no clear call, values can overlap the other calls; tested in BHK-21 cells;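 further: 0% = median of neutral control wells and 100% = median of positive control wells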
EWS-Fli inh = EWS/Fli transcriptional activity inhibition. A673 NR0B1-luciferase reporter, viability-normalised. inhibition, % at 12.6 µM. 350,000 compounds, 0.67% hits. AID 651661;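 active means mean inhibition of at least 50% after viability correction, with every replicate also passing that limit; inconclusive means mean reaches 50% but only one of two replicates passes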;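 further: firefly luciferase signal divided by Alamar Blue viability fluorescence both relative to DMSO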
PAX8 reporter = lowers PAX8-driven luciferase in RMG-I cells; RMG-I TPO-luciferase reporter, SteadyGlo, 24 h; inhibition, % at 12.6 µM; 360,000 compounds, 1.2% hits; AID 652154;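 active means mean replicate inhibition at least 60% with every replicate also reaching 60%; inconclusive means only one of the two criteria is met; inactive means mean below 60% and not all replicates reaching 60%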;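 further: luciferase light reporting Pax8 driven TPO promoter activity; plate controls were median of neutral control wells for no effect and mitoxantrone controls for full effect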
* marks the source's active call; other numbers are inactive results; ? = inconclusive; . = no result given.

SMILES	ARNT-TACC3 inh	Xi reactivation	INS-1E GSIS act	ERp5 inh	CFTR F508del cor	DENV2 CPE	EWS-Fli inh	PAX8 reporter
CCN1CCCC1CNC(=O)c1ccc2c(c1)N(Cc1cccc(Cl)c1)C(=O)c1ccccc1S2(=O)=O (stereo not drawn)	4	0.1	-20	-3	0.5	3	.	10
CCOC(=O)CNC(=O)N1CCCC(C(=O)c2cccc(Cl)c2)C1 (stereo not drawn)	.	1.1	-2	3	0.3	-2	2	7
Cc1cccn2c(=O)c3cc(S(=O)(=O)c4ccc(F)cc4)c(=N)n(Cc4ccco4)c3nc12	-3	0.3	-25	-1	-2.5	-1	15	-4
O=C(CCNC(=O)c1ccco1)Nc1ccc(Cl)cc1	-13	0.0	7	0	5.8	-1	12	-2
CCCCN1CC2=C(C1=O)C(c1ccc(O)cc1)NC(=O)N2C (stereo not drawn)	0	0.0	4	7	0.8	-5	-2	-9
COc1ccc(C=O)cc1Oc1nc(Cl)ncc1F	0	0.0	6	3	-1.0	3	5	-10
COc1ccc(OC)c(NC(=O)Cn2c(CCC(=O)O)ccc2-c2ccccc2)c1	0	-0.3	14	.	.	.	.	21
COc1ccccc1NC(=O)N(C)C[C@H]1Oc2cc(Br)ccc2S(=O)(=O)N([C@@H](C)CO)C[C@H]1C	5	0.1	-10	-1	2.1	0	0	3
COC(=O)C1CSc2[nH]c(=O)sc2C1c1ccccc1 (stereo not drawn)	2	.	-10	-4	0.3	12	-1	.
O=C(NCCc1c[nH]c2ccccc12)C(=O)NCC1OCCCN1S(=O)(=O)c1cccs1 (stereo not drawn)	.	0.0	-3	-1	-0.3	.	10	-11
Cc1ccc(S(=O)(=O)CCN2CCN(c3ccccn3)CC2)cc1	-9	0.0	.	-10	1.3	-3	7	-8
Cc1cccc(CS(=O)(=O)Cc2ccc(C(=O)NC(C)c3ccccc3)o2)c1 (stereo not drawn)	0	0.0	-5	5	-1.0	3	.	14
O=C(C[C@H]1CC[C@@H]2[C@H](COC[C@H](O)CN2Cc2ccc(F)cc2)O1)NCc1ccncn1	-1	0.0	11	-5	3.7	27*	4	-15
N#CCc1nc(CSc2nc3ccccc3s2)cs1	-2	.	20	0	.	-12	.	.
COc1ccc(C2CC(=O)NC(=O)C2)cc1	2	-0.1	7	3	-0.3	2	-9	-3
O=[N+]([O-])c1ccc(N/N=C/c2cn(Cc3ccc(F)cc3)c3ccccc23)nc1	-12	-0.3	9	.	.	.	0	6
CN(C)S(=O)(=O)c1ccc(C(=O)Nc2nc(-c3cc4ccccc4o3)cs2)cc1	-8	0.3	5	4	6.4	.	-36	-8
O=C(CSc1ccc(-c2ccc(F)cc2)nn1)Nc1ccc2c(c1)OCCO2	-1	0.0	-3	.	.	.	.	14
COc1ccc(NC(=O)Cc2ccsc2)cc1S(=O)(=O)N1CCOCC1	1	-0.1	18	-5	2.4	5	-6	6
Cc1ccc(S(=O)(=O)N2CCOCC2)cc1C(=O)Nc1ccccc1F	2	-0.1	14	-9	1.6	4	5	-4
CC(NC(=O)c1ccccc1OC(F)F)c1ccc(-n2ccnc2)cc1 (stereo not drawn)	2	0.3	-5	3	-3.7	-9	0	1
CC=Cc1ccc2n(c1=O)C[C@H]1[C@H](CO)[C@@H](C(=O)Nc3ccc(-c4ccccc4)cc3)[C@@H]2N1C (mixture of isomers)	8	0.2	-7	-3	-4.7	-5	10	1
CCN1C(=O)[C@H]2[C@@H](c3ccc(OC)cc3)N3C(=O)CN(CCOC)C(=O)[C@@]3(Cc3ccccc3)[C@H]2C1=O	-4	0.0	-13	-2	-1.3	66*	-7	5
O=[N+]([O-])c1cccc(/C([O-])=C(/C(=S)Nc2ccccc2F)[n+]2ccccc2)c1	-6	0.0	15	-1	.	1	3	15
CC(C)CCN1CCN(Cc2ccc(C(F)(F)F)cc2)CC1CCO (stereo not drawn)	-2	0.0	-10	-7	-3.2	11	1	-4
COc1ccc(NC(=O)Nc2ccc3c(c2)CC(=O)N([C@H](C)CO)C[C@@H](C)[C@H](CN(C)C(=O)Nc2cccc4ccccc24)O3)cc1	11	0.2	11	.	-1.4	-6	-3	-3
O=C(Cc1ccccc1)NCC(=O)N/N=C/c1ccc(Cl)cc1	-4	0.1	19	-5	1.4	.	-5	-10
C[C@@H]1CN([C@@H](C)CO)C(=O)CCCn2cc(nn2)CO[C@H]1CN(C)Cc1ccc(C(=O)O)cc1	.	-0.3	4	-7	-0.1	12	3	-7
COc1ccc(CCNC(=O)CSc2nc3[nH]ncc3c(=O)n2-c2ccccc2OC)cc1OC	-10	0.2	24	0	-3.3	-2	8	9
Cc1cc(C)c2c(CN3CCCCCCC3)cc(=O)oc2c1	.	-0.1	0	1	3.2	3	-23	-16
CCOc1ccc(S(=O)(=O)NCc2ccc3c(c2)OCO3)cc1NC(C)=O	-5	0.0	.	6	-1.6	-1	4	-14
C[C@H](CO)N1C[C@H](C)[C@H](CN(C)C)Oc2cc(-c3ccc(F)cc3)ccc2S1(=O)=O	4	0.2	3	4	-1.0	2	0	.
C[C@H](NS(=O)(=O)c1c(Cl)cccc1Cl)C(=O)NNC(=O)COc1ccccc1F	.	0.0	2	4	1.1	20	-2	3
O=C(/C=C/c1ccco1)NCc1ccco1	2	-0.1	-13	-3	-1.2	-5	-4	-13
Cc1cc(N2CCN(C)CC2)nc2ccc(NC(=S)N3CCN(c4ccc(Cl)cc4)CC3)cc12	19	0.0	-21	7	-3.7	.	10	-24
O=C(CCc1ccccc1)NC(=S)NCc1ccco1	-2	0.2	-5	9	0.0	-3	5	-7
CCOC(=O)Cc1csc(NC(=O)Nc2ccc(F)cc2)n1	-5	?	1	-6	2.6	-7	1	-10
O=C(CN1CCN(c2ccccc2O)CC1)NC(c1ccccc1)c1ccccc1	1	0.2	-14	.	.	.	.	-4
O=C(COC(=O)CCNS(=O)(=O)c1ccccc1)NC1CC1	-9	0.4	36	-5	0.2	4	3	11
Cc1ccc(S(=O)(=O)N(C)C[C@H]2OCCCC[C@@H](C)Oc3ccc(NS(=O)(=O)c4ccccc4)cc3C(=O)N([C@@H](C)CO)C[C@H]2C)cc1	6	0.3	5	4	2.5	-6	2	29
COc1ccc(Cn2nnc3c(=O)[nH]c(C4CCCN(C(=O)c5ccccc5)C4)nc32)cc1 (stereo not drawn)	12	-0.2	6	3	-1.7	0	11	5
COc1ccc(Cl)cc1NS(=O)(=O)c1cccc(C(=O)NC2CCC(O)CC2)c1 (stereo not drawn)	5	0.0	-9	-2	-4.0	-5	-26	2
COc1ccccc1NC(=O)/C(C#N)=C/c1cc([N+](=O)[O-])ccc1N1CCCC1	0	-0.1	.	-1	.	-3	0	10
CC(C)Oc1ccc(C(=O)Nc2nc3ccccc3[nH]2)cc1	-3	0.2	-4	6	2.2	0	81*	68*
C[C@H](CO)N1C[C@H](C)[C@@H](CN(C)Cc2ccc(C(F)(F)F)cc2)Oc2ccc(NC(=O)CCCCCC(=O)Nc3ccccc3N)cc2CC1=O	5	-0.5	1	-9	0.1	13	42	-11
C[C@@H]1CN([C@H](C)CO)C(=O)c2cc(-c3ccccc3)cnc2O[C@@H]1CN(C)C(=O)Nc1ccccc1	-4	-1.1	2	-7	2.3	-7	-8	-6
COC(=O)[C@]12CCCCC=C1N(Cc1ccc3c(c1)OCO3)C(=O)[C@H](CC(=O)NCCCCc1ccccc1)C2	.	0.3	-24	5	3.4	?	4	27
CCCn1c(=O)c2ccccc2n2c(SCCOc3ccc(C)cc3)nnc12	-12	.	9	3	1.9	4	2	.
CC1c2cc3c(cc2CCN1C(=O)c1cccc(Cl)c1)OCCCO3 (stereo not drawn)	1	0.0	-19	1	6.1	1	41	23
CC1(C)CC(NC(=O)CCc2nnc(CCCCc3ccccc3)o2)CCO1 (stereo not drawn)	-10	0.0	4	-12	.	6	-1	-8

Other records follow.
SMILES	ARNT-TACC3 inh	Xi reactivation	INS-1E GSIS act	ERp5 inh	CFTR F508del cor	DENV2 CPE	EWS-Fli inh	PAX8 reporter
NS(=O)(=O)c1cccc(NC(=O)COC(=O)Cn2cc(C(F)(F)F)ccc2=O)c1	.	0.2	.	3	-0.5	14	9	9
CC(=O)Nc1ccc(NC(=O)CCCN2C(=O)C(c3ccccc3)Oc3cccnc32)cc1 (stereo not drawn)	.	0.1	14	3	2.9	-16	2	1
Nc1nnc(SC2CCCC2)s1	-1	0.6	3	-1	.	-6	-5	-17
CCOC(=O)[C@H]1[C@H]2COc3ccccc3[C@@H]2N2C(=O)c3cc(F)ccc3NC(=O)[C@@]12C	-4	0.0	-12	2	-0.8	14	-4	12
CC1CCCN(C(=O)CCCNC(=O)c2ccc(Cl)cc2)C1 (stereo not drawn)	0	0.2	-8	1	1.2	2	.	.
CC(O)(c1ccccc1)c1nc(-c2ccc(S(C)(=O)=O)cc2)cs1 (stereo not drawn)	.	0.0	23	9	-2.1	17	-15	3
Oc1ccc(Cl)cc1Sc1cc(Cl)ccc1O	6	0.1	.	2	-3.3	1	23	-7
O=C(OCc1cn([C@@H]2C[C@H](c3ccc(Cl)cc3)N(CC3CCCCC3)C[C@H]2O)nn1)c1ccccc1	.	0.8	1	-2	1.4	-3	7	-16
CCN(CC)C(=O)c1cccc(-c2csc(C(O)c3ccc(F)c(OC)c3)n2)c1 (stereo not drawn)	.	-0.1	.	-2	-3.9	-4	5	25
CO[C@@H]1CC[C@@H]2CCN(C)C(=O)[C@@H](C)CN(C)C(=O)c3cccc(C#N)c3OC[C@H]1O2	-20	0.2	-10	3	.	5	3	-2
COc1cccc2cc(/C(=N/O)c3ccc(Br)cc3)oc12	-4	0.0	3	2	-1.9	-2	8	-39
Cc1nn(CC(=O)NC(=O)NC2CCCC(C)C2C)c(=O)c(C#N)c1C (stereo not drawn)	-2	-0.1	-19	-1	-0.9	-4	19	13
COc1ccccc1Nc1nn2c(=O)c3ccc(C(=O)N4CCCC(C)C4)cc3nc2s1 (stereo not drawn)	-30	0.0	-12	3	2.5	5	20	13
C=CCNC(=O)CN1C(=O)CSc2ccc(S(=O)(=O)N3CCOCC3)cc21	.	0.1	7	0	-4.8	17	4	-25
C[C@H](CO)N1C[C@H](C)[C@@H](CN(C)C(=O)CCCN(C)C)OCCCC[C@H](C)Oc2ccc(NC(=O)C3CCCCC3)cc2C1=O	-7	0.0	9	2	-0.7	2	2	.
COc1ccc2c3c(n(C)c2c1)[C@H](CO)N(C(=O)CC1CC1)CC31CN(Cc2ccccc2)C1	.	0.1	9	-6	1.5	10	2	5
COc1ccccc1-n1cc(C(=O)NCC(=O)N2CCN(Cc3ccccc3)CC2)c2ccccc2c1=O	-2	0.0	-6	2	1.5	7	7	0
CC(=O)c1cn(CC(=O)Nc2ccc(C)c(C)c2)c2ccccc12	-2	-0.1	13	-2	2.6	1	8	14
N#C[C@H]1[C@@H](c2ccc(C#CC3CC3)cc2)[C@@H](CO)N1C(=O)Nc1ccc(F)cc1	16	-0.1	9	-7	-0.9	-13	-9	-10
